# Compound activity: PubChem BioAssay, several laboratories
# Abs 340nm – absorbance at 340 nm; fold change at 10 µM; AID 708; compound absorbance at 340 nm, fold over control; 65,000 tested, under 10 active;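 active = at 10 µM dose, initial 340 nm absorbance at least 2 fold that of control wells; inactive = change under 2 fold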;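 note: initial absorbance extrapolated from kinetic A340 decline of NADH oxidation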
# 5HT1a ag – agonists of human 5-HT1a serotonin receptor | P08908 | CHO 5-HT1a Ga15 NFAT-bla reporter, FRET ratio; 0% basal, 100% maximal reference agonist | activation, % at 10 µM | hit rate 0.56% among 65,000 | AID 567;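 active = activation above the screen-wide mean activation plus 3 SD, cut at about 19% in these data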;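 note: 0% = DMSO wells and 100% = 5-CT at EC100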
# SF1 activator – activates the human nuclear receptor SF-1; Q13285; CHO-K1 Gal4-SF-1 LBD luciferase reporter; % increase over DMSO SF-1-specific signal; activation, % at 10 µM; hit rate 1.9% among 65,000; AID 522;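 active = activation above the mean activation of all tested compounds plus 3 SD, cut at about 50% in these data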
# Target sequence (Q13285 whole entry, looked up, the tested form may be a part): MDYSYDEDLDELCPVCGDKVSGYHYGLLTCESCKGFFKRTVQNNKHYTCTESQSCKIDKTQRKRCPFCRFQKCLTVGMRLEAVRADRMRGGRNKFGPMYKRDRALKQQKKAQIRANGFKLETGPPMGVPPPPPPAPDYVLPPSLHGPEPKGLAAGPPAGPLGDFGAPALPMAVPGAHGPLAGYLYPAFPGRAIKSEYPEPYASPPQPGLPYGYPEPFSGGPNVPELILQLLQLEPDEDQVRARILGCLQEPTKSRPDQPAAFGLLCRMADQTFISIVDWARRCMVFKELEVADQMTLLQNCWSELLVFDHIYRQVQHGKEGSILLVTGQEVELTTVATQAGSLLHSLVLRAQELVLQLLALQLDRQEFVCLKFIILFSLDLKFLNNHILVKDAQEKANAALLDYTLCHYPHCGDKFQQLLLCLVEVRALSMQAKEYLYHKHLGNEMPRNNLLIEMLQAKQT
#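 Test system: CHO-K1 cells co-transfected with Gal4 DBD–human SF-1 LBD, 5xGal4 luciferase reporter. Quantity: 4,000 cells per well. Compound: 10 µM only. Incubation: compound added 1 h post-seeding, 20 h exposure at 37 °C, 5% CO2. Detection: SteadyLite luciferase luminescence. Replication: one test per compound.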
# RORa activator – RORA (human) activation | P35398 | CHO-K1 Gal4-RORA LBD luciferase reporter, luminescence; percent increase over mock-subtracted basal signal | activation, % at 10 µM | hit rate 1.5% among 65,000;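 active = activation above the mean of all tested compounds plus 3 SD, cut at about 49% in these data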;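 note: 0% = DMSO-treated RORA cells and 100% = added signal equal to DMSO minus mock-transfected cells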
# Target sequence (P35398 whole entry, looked up, the tested form may be a part): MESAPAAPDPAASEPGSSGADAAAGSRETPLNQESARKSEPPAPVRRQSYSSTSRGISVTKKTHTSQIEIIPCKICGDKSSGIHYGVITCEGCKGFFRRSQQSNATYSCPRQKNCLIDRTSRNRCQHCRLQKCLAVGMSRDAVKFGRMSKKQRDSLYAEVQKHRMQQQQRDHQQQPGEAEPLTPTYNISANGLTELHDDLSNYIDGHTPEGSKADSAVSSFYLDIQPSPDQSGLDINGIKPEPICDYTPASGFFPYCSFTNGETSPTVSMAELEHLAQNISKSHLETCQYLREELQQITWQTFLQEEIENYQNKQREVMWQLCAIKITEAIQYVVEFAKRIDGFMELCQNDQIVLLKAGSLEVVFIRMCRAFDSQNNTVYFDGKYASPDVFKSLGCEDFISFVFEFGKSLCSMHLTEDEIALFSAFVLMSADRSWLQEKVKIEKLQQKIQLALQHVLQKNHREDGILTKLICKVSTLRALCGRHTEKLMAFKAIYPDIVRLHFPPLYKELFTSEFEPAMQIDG
# Autofluor 339 – intrinsic fluorescence of library compounds, ex339/em460 – biochemical, MLSMR library, data from DPM-DC assay, artefact control, profiling panel | compound autofluorescence, ex339/em460 nm, NADH buffer; hits give high values; 1 = no-compound wells, NADH background | fluorescence fold increase at 10 µM | hit rate 5.5% among 65,000;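 active = at 10 µM, mean starting fluorescence two-fold or more over control wells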;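 note: signal is the first read of a kinetic run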
# MMP-13 inhibitor – blocks human MMP13 activity | P45452 | hit rate 0.07% among 65,000 | inhibition, % at 4 µM | AID 570 | MMP-13 fTHP FRET cleavage, Mca fluorescence;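 active = inhibition above the mean of compound-free control plate wells plus 3 SD, cut at about 14% in these data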;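 note: 0% = DMSO wells and 100% = wells with reference MMP-13 inhibitor after basal subtraction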
# 5HT1a antag – blocks the human serotonin 5-HT1a receptor. P08908. inhibition, % at 10 µM. hit rate 0.68% among 62,000. CHO 5-HT1a Ga15 NFAT-bla reporter, antagonist mode;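 active = inhibition above the mean of all tested compounds plus 3 SD, cut at about 43% in these data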;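 note: receptor stimulated by 5-CT agonist at 100 nM near EC80; beta-lactamase reporter measured by ratiometric fluorescence of a cleavable substrate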
# TNAP act DEA – human TNAP activation, intermediate phosphate acceptor | purified TNAP, CDP-star luminescence, 100 mM DEA, 30 min; hits give high values; scale: 0 levamisole-inhibited, 1 vehicle-only enzyme | activation factor at 20 µM | P05186 | 64,000 tested, under 10 active | AID 813;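 active = activation factor of at least 2 at 20 µM, relative to controls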
# NADH coupling – blocks coupling enzymes of NAD/NADH assays; coupled PK/LDH NADH assays, four targets; IC50, µM (top dose mostly 10 µM), without a hit: at the highest dose inhibition; hit rate 0.02% among 65,000; AID 774;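 active = single-dose screening hits from any of four coupled enzyme assays that gave an IC50 when retested across doses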;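 note: the DPM-DC format reads NADH fluorescence rather than 340 nm absorbance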
# The depositor's hits bear a star; i = inactive; . = no result given; [ ] = remark or other dose. Rows are unselected; 8.9% or so of the library scored in one or more.
SMILES,Abs 340nm,5HT1a ag,SF1 activator,RORa activator,Autofluor 339,MMP-13 inhibitor,5HT1a antag,TNAP act DEA,NADH coupling
CCC(=O)N1CCc2cc(S(=O)(=O)N3CCN(c4ccccn4)CC3)ccc21,1.1,1.3,-10,9,1.1,-2,-10,1,4%
CCOC(=O)c1[nH]c2ccccc2c1NC(=O)CC(C)C,1,-2.6,-9,-8,1.5,-8,14,1,5%
COc1ccc(-n2c(C)cc(C(=O)COC(=O)Cn3cnc4ccccc43)c2C)cc1,1,3.1,3,0,1.1,-3,5,0.9,5%
COc1ccc(S(=O)(=O)N2CCN(c3ccc4nnc(-c5ccc(F)cc5)n4n3)CC2)cc1,1.1,3.1,-19,0,1.3,2,-24,1,3%
CCOC(=O)N1CCC(NC(=O)C2CCCN(C(=O)c3cc4sccc4n3C)C2)CC1 (configuration not stated),0.99,-0.9,8,-1,1,-4,8,0.9,2%
CCOC(=O)C1C(=O)C=C(c2cccc(NS(C)(=O)=O)c2)CC1c1ccco1 (configuration not stated),1.1,-0.3,-4,8,1.1,1,2,1,4%
Cc1ccc2c(c1)NCCO2,1,-3.9,5,-4,1.1,-1,-22,0.9,7%
CCCCOc1c(Cl)cc(CNC(C)(C)CO)cc1OCC,1,1.2,-9,4,1.1,5,-22,0.9,7%
COc1cccc(NC(=O)Cc2c(O)c3ccccc3[nH]c2=O)c1,1,-1.9,-6,-3,1.1,-6,-6,0.9,2%
Cc1ccc(-n2nc3c(c2NC(=O)c2ccccc2Br)CS(=O)C3)cc1 (configuration not stated),1.1,-3.1,-3,-9,1.1,4,-1,1,4%
O=C(NC1CCCCC1)N1CCC(c2nc(-c3ccc(S(=O)(=O)N4CCCC4)cc3)no2)CC1,1,0.9,-3,8,1.1,2,11,0.9,3%
COc1ccc(CCNc2c(C)c(C)nc3ncnn23)cc1,0.98,-1.9,-81,-78,1.1,2,11,0.9,5%
Cc1ccn2cc(C(=O)NC3CCN(Cc4ccccc4)CC3)nc2c1,1,-2.2,13,-3,1.1,-18,3,1.1,4%
COc1ccc(C2NC(=O)NC(C)=C2C(=O)Nc2cc(C)ccc2C)cc1OC (configuration not stated),1,-0.9,-8,14,1.1,2,-8,0.9,3%
CC1CCN(C(=O)CSc2nnc(CN3CCOCC3)n2-c2ccccc2)CC1,1.1,-3.7,4,-5,1.1,-4,-3,1,5%
COc1ccccc1OCc1ccc(C(=O)NCc2ccco2)o1,1.1,0.7,-12,-11,1.2,5,-8,0.9,6%
O=C1c2ccccc2N2C(=O)c3ccccc3C2N1O (configuration not stated),0.99,-0.7,-19,-34,1.1,3,1,0.9,4%
Cc1ccc2cc3cc(C(=O)NCCCN4CCc5ccccc5C4)oc3nc2c1,1.1,-0.5,20,9,5.1*,-101[fluorescence artefact?],10,0.7,1%[fluoresces]
CC1=C(C#N)C(NC(=O)c2ccco2)(C(F)(F)F)C(=O)N1 (configuration not stated),1,-0.4,6,-4,1.1,1,-6,0.9,7%
O=C(NCCC1=CCCCC1)C1CCN(S(=O)(=O)N2CCOCC2)CC1,0.95,-0.3,-4,6,1,0,-8,1,9%

# Brought forward from above: two compounds, then new ones.
SMILES,Abs 340nm,5HT1a ag,SF1 activator,RORa activator,Autofluor 339,MMP-13 inhibitor,5HT1a antag,TNAP act DEA,NADH coupling
CC1=C(C#N)C(NC(=O)c2ccco2)(C(F)(F)F)C(=O)N1 (configuration not stated),1,-0.4,6,-4,1.1,1,-6,0.9,7%
O=C(NCCC1=CCCCC1)C1CCN(S(=O)(=O)N2CCOCC2)CC1,0.95,-0.3,-4,6,1,0,-8,1,9%
CCCc1nc2n[nH]c(N)c2c2c1COC(C)(C)C2,1.1,-2.2,4,-5,1.1,-1,.,0.9,3%
O=C(CNC(=O)c1ccco1)OCN1C(=O)c2ccccc2C1=O,0.99,-3.4,-7,-11,1.1,-1,5,1,3%
O=C(c1cnc2sccn2c1=O)N1CCc2ccccc2C1,1,-0.3,0,-10,1.1,-3,-10,0.9,5%
COc1ccc(C(CNC(=O)c2cc(C)oc2C)N2CCOCC2)cc1 (configuration not stated),0.99,-0.2,-1,-17,1,-6,11,0.9,2%
Cc1ccc(OCC(=O)NCCO)cc1C,1,.,.,.,1.1,.,.,1,4%
CCCC(=O)Nc1ccc2nc(SCC(=O)Nc3nccs3)sc2c1,1.1,-0.5,-6,-1,1.1,8,-10,0.9,3%
Cn1c(NCc2cccs2)nc2ccccc21,1,-1.5,35,8,1.1,4,2,0.9,2%
c1ccc(-c2nc[nH]c2-c2ccccc2)cc1,0.99,-0.5,-8,-7,1.1,-13,-2,0.9,9%
Cc1cccc(OCCNC(=O)c2ncn[nH]2)c1,0.98,-2.9,-2,-9,1,2,-3,0.8,3%
OCCN(CCO)c1nc(N2CCCCC2)c2nc(N(CCO)CCO)nc(N3CCCCC3)c2n1,1,4.0,-21,-12,2.2*,-80[fluorescence artefact?],.,1.4,3%[fluoresces]
FC(F)(F)c1cc(-c2ccco2)nc(-n2nc(C(F)(F)F)cc2C2CC2)n1,1,0.9,0,2,3.4*,-30,15,0.9,11%
CCOC(=O)C1CCN(C=Nc2cc(C)on2)CC1,1,-1.1,-12,-22,1.1,1,0,1,2%
COc1ccc(S(=O)(=O)Nc2nnc(C(C)(C)C)s2)cc1,1,-0.2,-5,17,1.1,-8,10,1.1,3%
CC(=O)Nc1ccc(NS(=O)(=O)c2cc(C)sc2C)cc1,0.98,-2.7,-1,-3,1,-1,3,0.9,7%
Cc1ccccc1NC(=O)CSC(N)=O,1.1,-1.9,-5,-22,1.1,5,15,1,2%
O=C(CC1NC(=O)NC1=O)NC1(C(=O)NC2CCCCC2)CCCCC1 (configuration not stated),0.99,1.6,-4,-1,1.1,6,-5,0.9,11%
Cc1ccc(S(=O)(=O)NC(=O)Nc2ccc(Cl)cn2)cc1,1,-0.4,-13,-17,1.1,-2,0,0.8,5%
O=C(N1CCOCC1)C1(c2ccccc2)CCCCC1,1,-0.3,4,-11,1.1,-1,4,0.9,0%
Cc1ccc(Cl)cc1N1CCN(C(=O)C2CCCN(S(=O)(=O)c3cnc[nH]3)C2)CC1 (configuration not stated),0.99,-3.3,-13,-18,1,6,-1,0.9,2%
Cc1ccccc1-n1ncc2c(SCC(=O)NCc3cccs3)ncnc21,1,0.7,43,48,1.1,-4,4,0.8,6%
COC(=O)Nc1nnc(Cc2ccccc2)s1,1.1,-0.7,-5,8,1.1,-1,3,0.9,7%
Cc1cc(=O)n2nc(N3CCCC(C(=O)NCCc4ccccc4)C3)sc2n1 (configuration not stated),1,-1.9,-6,-3,0.87,1,-14,1,11%
CC(=O)NC(CCS(C)(=O)=O)C(=O)N1CCc2ccccc21 (configuration not stated),0.98,-3.2,2,-12,1.1,4,2,.,6%
Cc1ccc(-n2ncc3c(NCC4CCCO4)ncnc32)c(C)c1 (configuration not stated),1.1,-1.8,1,-12,1.1,0,-2,.,5%
CC(=O)c1c(C(C)=O)c(C)n(NC(=O)c2cccnc2)c1C,1.1,-1.3,7,-20,1.1,-1,1,1,6%
CCN(Cc1ccccc1)C(=O)CC1Oc2ccccc2NC1=O (configuration not stated),1,-1.4,-1,-5,1.1,0,0,1,4%
CC(C)N(Cc1ccccc1)C(=O)c1cnc2n(c1=O)CCS2,1.1,0.9,0,-20,1.1,4,12,1,8%
Cc1c(Br)c(=O)[nH]c(=O)n1COCc1ccccc1,0.99,1.3,-12,-2,1,4,-22,0.9,3%
CCOCCCn1c(=S)[nH]c2cc(C(=O)N3CCOCC3)ccc2c1=O,1,0.7,4,27,1,-2,6,0.9,7%
CCOC(=O)COc1ccc(S(=O)(=O)Nc2ccc3c(c2)OCO3)cc1,0.98,-4.6,-13,-14,1,2,1,0.9,6%
COc1ccccc1C1(O)CC2CCC(C1)N2S(=O)(=O)c1ccc(C(C)=O)cc1 (configuration not stated),0.97,-0.3,-1,-8,1.1,0,6,0.9,7%
Cc1cc(NC(=O)Cn2cnc3c2c(=O)n(C)c(=O)n3C)n(-c2ccccc2)n1,0.98,-2.7,-8,22,1.1,-6,-20,0.9,11%
O=C(CN1C(=O)c2ccccc2S1(=O)=O)N1CCN(Cc2ccc3c(c2)OCO3)CC1,1,-3.3,-4,-14,1.1,5,-2,1,4%
CC(C)OCCCn1c(=S)[nH]c2ncccc2c1=O,1,-0.4,-18,-2,1,-4,-15,1,7%
O=C(O)CSC1CC(=O)N(c2ccc(Cl)c(Cl)c2)C1=O (configuration not stated),0.99,-3.9,9,-15,0.99,8,-4,0.8,3%
c1ccc(Cn2nnnc2CN2CCN(c3ncccn3)CC2)cc1,0.99,-4.2,-5,-14,1.1,-2,-5,0.9,2%
CCOC(=O)c1cnc2c(C#N)c(C)nn2c1C,1,-3.7,3,9,1.6,-10,-1,1,5%
COC(=O)c1ccccc1NC(=O)NCC1CCCO1 (configuration not stated),1.1,-2.2,6,-9,1.8,-6,6,1,0%
Cn1c(=O)c(C(=O)Nc2cccnc2)c(O)c2ccccc21,1,-2.5,37,20,1.1,3,16,0.9,2%
C=CCn1c(-c2cccs2)nc2nc3ccccc3nc21,1,7.0,21,32,1.4,i[fluorescence artefact?],-8,0.9,1%[fluoresces]

# At a glance, part of the list above:
SMILES,Abs 340nm,5HT1a ag,SF1 activator,RORa activator,Autofluor 339,MMP-13 inhibitor,5HT1a antag,TNAP act DEA,NADH coupling
CCOCCCn1c(=S)[nH]c2cc(C(=O)N3CCOCC3)ccc2c1=O,1,0.7,4,27,1,-2,6,0.9,7%
CCOC(=O)COc1ccc(S(=O)(=O)Nc2ccc3c(c2)OCO3)cc1,0.98,-4.6,-13,-14,1,2,1,0.9,6%
COc1ccccc1C1(O)CC2CCC(C1)N2S(=O)(=O)c1ccc(C(C)=O)cc1 (configuration not stated),0.97,-0.3,-1,-8,1.1,0,6,0.9,7%

# More compounds.
SMILES,Abs 340nm,5HT1a ag,SF1 activator,RORa activator,Autofluor 339,MMP-13 inhibitor,5HT1a antag,TNAP act DEA,NADH coupling
O=c1cc(N2CCOCC2)[nH]c(=O)n1-c1ccc(Cl)cc1,1,-3.4,-10,-4,1.1,8,0,0.9,1%
CCCc1[nH]nc2c1C(c1ccc(OCCN3CCOCC3)c(OC)c1)C(C#N)=C(N)O2 (configuration not stated),0.99,-1.6,3,2,1.1,0,-2,1,5%
CC1(C)CC2(CCO1)OC(=O)CC2C(=O)NCCc1ccccc1 (configuration not stated),0.96,-2.9,0,-3,1.1,8,5,1,7%
Cc1cccc(N2CCN(C(=O)CS(=O)(=O)Cc3nc(-c4ccccc4F)oc3C)CC2C)c1 (configuration not stated),1,-0.5,16,-2,1.1,4,-4,0.9,2%
Cc1ccc(NC2=NC(c3ccc(C)cc3)n3c(nc(C)cc3=O)N2)cc1 (configuration not stated),1.1,-1.2,11,3,1.2,-3,2,0.9,4%
COc1ccc(CCNC(=O)C2CCCN(S(=O)(=O)c3cccc4nonc34)C2)cc1OC (configuration not stated),1,-0.4,-4,-3,1.1,7,3,0.9,6%
CCCN(CC1CC1)C(=O)Nc1ccccc1C,0.99,1.9,-17,-10,1,5,7,0.9,3%
O=C(Cn1ncc2c(=O)oc3ccccc3c21)NCCC1=CCCCC1,1,-0.9,14,38,1.1,-1,-5,1,4%
CC(C)(C)Nc1nc(Oc2ccc(=O)n(-c3ccccc3)n2)nc(N2CCOCC2)n1,1,-1.1,12,6,1,1,-5,0.9,5%
CCc1c(C)c2c(C)[nH]nc2oc1=O,1,-0.2,8,-8,1.1,-11,-9,0.8,5%
COc1cccc(CN2CCCN(S(=O)(=O)c3ccc(Br)cc3)CC2)c1,1,0.8,0,-5,1.1,0,10,0.9,6%
